Compound activity as filed in PubChem.
D3 ag = activates the human D3 dopamine receptor. max activation, %. 410,000 tested, 0.58% active. AID 652048. D3R DiscoveRx beta-arrestin cells, luminescence, 90 min. P35462; in the data active = max activation above about 30%; note: 0% is about no effect; mostly tested at two doses, the higher about 12 µM
Target sequence (P35462 whole entry, looked up): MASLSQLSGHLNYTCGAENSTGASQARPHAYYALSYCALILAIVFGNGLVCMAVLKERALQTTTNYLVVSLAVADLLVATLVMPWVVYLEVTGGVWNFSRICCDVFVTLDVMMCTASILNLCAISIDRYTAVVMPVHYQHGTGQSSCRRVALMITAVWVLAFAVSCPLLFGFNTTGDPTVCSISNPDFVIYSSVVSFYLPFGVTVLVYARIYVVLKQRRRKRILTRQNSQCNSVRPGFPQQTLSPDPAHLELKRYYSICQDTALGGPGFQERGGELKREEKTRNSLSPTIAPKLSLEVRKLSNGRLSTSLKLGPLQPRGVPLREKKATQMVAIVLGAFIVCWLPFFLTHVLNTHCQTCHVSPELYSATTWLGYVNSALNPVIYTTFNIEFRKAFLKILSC
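Agonist mode: compounds and dopamine controls were applied to plated cells for 90 min at 37 degrees C after an overnight attachment at 1500 cells/well. Luminescent read-out followed 30 - 60 minutes at room temperature with DiscoveRx detection reagent.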
HT1080NT lethal = kills 2HG-producing HT-1080-NT fibrosarcoma cells; 360,000 tested, 1.6% active; HT-1080-NT fibrosarcoma viability, CellTiter-Glo ATP luminescence, 48 h; AID 686970; Potency, µM (top dose mostly 46.1 µM), inactives show top-dose activity, negative = less viability, usual class: cytotoxic;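 note: NT is the 2HG producing partner of a matched IDH1 knockdown line; potency is the fitted concentration of half-maximal effect; 0% = DMSO-treated cells and -100% = media-only wells without cells; nearly all actives have a fitted effect of over 55% in size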
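Toxicity toward the 2HG-producing NT line was scored as %Activity, normalised to DMSO and no-cell wells, from CellTiter-Glo luminescence after 48 hours' treatment.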
IL1B secr inh = blocks inflammasome-driven IL-1 beta release. activity change, % at 57.5 µM. THP-1 LPS/ATP IL-1B secretion, AlphaLISA, 16 h; active compounds read low. 360,000 tested, 4.7% active; in the data active = activity change below about -50%; inconclusive = mostly about -30% to -49%; note: % is set by controls: 0 for no effect and ±100 for the full control effect
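THP-1 cells pretreated 1 hr with compounds (up to 57.5 uM final), then stimulated with LPS (250 ng/mL final) plus ATP (1.25 mM final); secreted IL-1B measured by AlphaLISA after 16 hr, decreased signal indicating inhibition.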
KB-3-1 cytotox = KB-3-1 parental cell cytotoxicity; KB-3-1 viability, CellTiter-Glo ATP luminescence, 72 h; Potency, µM (titrated, usually from 46.1 µM), for the others: at the highest dose activity change, negative = cytotoxic, usual class: cytotoxic; 400,000 tested, 1.4% active; note: potency is the fitted concentration of half-maximal effect; % is set by controls: 0 for no effect and ±100 for the full control effect; nearly all actives have a fitted effect of over 60% in size
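Viability of parental KB-3-1 cells, measured by CellTiter-Glo luminescence, followed a 72 h incubation at 37 °C with pinned compounds in phenol-red-free DMEM containing 10% FBS.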
KB-V1 cytotox = kills drug-selected multidrug resistant KB-V1 cells | 400,000 tested, 3.4% active | AID 1347076 | Potency, µM (top dose mostly 46.1 µM), without a hit: top-dose activity change, negative = cytotoxicity, hits mostly cytotoxic | KB-V1 MDR cells viability, CellTiter-Glo, 72 h; note: potency is the fitted concentration of half-maximal effect; % is set by controls: 0 for no effect and ±100 for the full control effect; nearly all actives have a fitted effect of over 60% in size
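Drug-selected KB-V1 cells, grown in DMEM lacking phenol red with 10% FBS, receive compound titrations; after three days at 37 degrees C, surviving cell ATP is quantified by CellTiter-Glo luminescence and responses normalized and curve-fitted.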
HT1080 IDH1KD tx = HT-1080 IDH1 knockdown cell toxicity (counter line); 360,000 tested, 2% active; HT-1080 IDH1 knockdown viability, ATP luminescence, 48 h; Potency, µM (series often up to 46.1 µM), inactives show at the top dose activity, negative = toxicity, hits mostly cytotoxic; AID 686971;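 note: potency is the fitted concentration of half-maximal effect; 0% = DMSO wells and -100% = cell-free medium wells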
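Assay cells: HT-1080 with IDH1 knockdown, 750 per well, RPMI/5% FBS. Exposure: 48 h at 37 °C following 2 h pre-incubation. Read: CellTiter-Glo luminescence; fitted concentration-response, curve class assigned.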
MCF10A rereplic = inducers of DNA re-replication in MCF 10A breast cells | 350,000 tested, 2.9% active | Potency, µM (titrated, usually from 46.1 µM), without a hit: top-dose activity, positive = re-replication, actives largely listed as activators | AID 624296 | MCF 10A DNA re-replication, Hoechst nuclear intensity, 48 h; note: potency is the fitted concentration of half-maximal effect; % of control where 0% means no effect; nearly all actives have a fitted effect of over 50% in size
SW480 rerep = induces DNA re-replication in SW480 colon adenocarcinoma cells; 340,000 tested, 1.8% active; Potency, µM (doses to about 46.1 µM), inactives show at the highest dose re-replication activation, hits mostly activators; AID 624297; SW480 DNA re-replication, Hoechst DNA content imaging, 48 h; note: potency is the fitted concentration of half-maximal effect; % of control where 0% means no effect; nearly all actives have a fitted effect of over 55% in size
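Quantitative HTS format with DMSO vehicle controls; 48 hr drug incubation at 37 C, then 40 min Hoechst staining and scanning imager measurement at 405 nm excitation.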
GLP1R cytotox = cytotoxicity counter-screen for GLP-1 receptor inverse agonists; HEK293 cAMP-luciferase reporter cells, luminescence, 24 h; Potency, µM (doses to about 38.3 µM), without a hit: at the highest dose activity change, negative = inhibition, most hits filed as inhibitors; 410,000 tested, 0.13% active;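 note: loss of luciferase light is scored as toxicity; potency is the fitted concentration of half-maximal effect; % is set by controls: 0 for no effect and ±100 for the full control effect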
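Compound-treated cells are incubated 24 hr at 37 deg C under 5% CO2 after a 12 hour attachment period, then luciferase detection reagent is added and luminescence is measured following 12 min at room temperature; lowered signal indicates toxicity.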
* marks the source's active call; other numbers are inactive results; ? = inconclusive; . = not tested or not shown; & = joins results of further samples; [ ] = dose if it differs, or a comment. Unless noted, calls come from the whole dose curve; as a rule, active = well fitted curve in the direction sought with a large enough effect; inconclusive = small, poorly fitted or top-dose-only effect, or another doubt; inactive = no such curve, though single readings can be large; an effect the other way counts as inactive or inconclusive.

Each structure is followed by: D3 ag	HT1080NT lethal	IL1B secr inh	KB-3-1 cytotox	KB-V1 cytotox	HT1080 IDH1KD tx	MCF10A rereplic	SW480 rerep	GLP1R cytotox
Cc1ccccc1N1CCN(C(=O)c2ccccc2NC(=O)C2CC=CCC2C(=O)O)CC1 (stereo not drawn)
 : 1	-2%	24	13%	-21%	7%[9.24 µM]	-1%	-5%	0%
CC(C)Oc1cccc(NC(=O)c2cnccc2C(F)(F)F)c1
 : -1	-4%	-4	-2%	2%	-3%	-1%	-8%	3%
CC(CCN1C(Nc2ccccc2)=NC[C@@H]1C)c1ccccc1 (stereo partly drawn)
 : -25	6%	-5	-2%	0%	13%	2%	1%	-9%
COC(=O)c1cc(CSc2nc3ccccc3[nH]2)oc1C
 : 9	0%	29	21µM*	2.9µM*	-4%	-3%	-7%	2%
CCOC(=O)C(=CNc1ccc(C(F)(F)F)cc1)C(=O)OCC
 : -2	10%	-14	22%	-6%	-1%	6%	-9%	1%
Cc1cccc(CNC(=O)Cn2ccc3cc(S(=O)(=O)N4CCCCCC4)ccc32)c1
 : -11&-14	-3%	-3	?	-3%&-2%	-26%	?	-20%	2%&2%
CCOC(=O)[C@H]1[C@H]2COc3ccc(OC)cc3[C@H]2N2C(=O)CN(Cc3ccccc3)C(=O)[C@@]12C
 : 4	6%	13	8%	19%	2%	-4%	49%	0%
COC(=O)Nc1ncc(CN2C(=O)c3ccccc3C2=O)s1
 : 15	14%	2	3%	2%	5%	26%	14%	-14%
COc1ccc(C(=O)NCCCN2CCOCC2)cc1S(=O)(=O)N1CCCc2ccccc21
 : -25	-14%	31	-4%	-24%	-18%	?	-9%	6%
Cc1ccc(C(=O)c2oc3ccccc3c2NC(=O)COc2ccccc2Cl)cc1
 : -3	.	.	-4%	-7%	.	.	.	0%
CC(=O)Nc1ccc(S(=O)(=O)NC(C)c2ccncc2)cc1 (stereo not drawn)
 : 6	9%	42	1%	-3%	2%	2%	-6%	-9%
CN(C(=O)c1ccc(NC(=O)Cc2ccc(NC(=O)C3CCN(C(=O)C4CC4)CC3)cc2)cc1)C1CCCC1
 : -11	?	-11	1%	-7%	-4%	-4%	4%	2%
CC12CN3CC(C)(CN(C1)C3c1ccc(Br)cc1O)C2 (stereo not drawn)
 : -9	-6%	-7	-6%	12%	0%	-14%	2%	-6%
COC(=O)c1ccc(CSc2nnc(C)s2)cc1
 : -5	9%	0	-11%	1%	13%	?	?	-6%
CC(C)c1ccc(NC(=O)C2CCCCN2S(=O)(=O)c2ccccc2)cc1 (stereo not drawn)
 : -2	-14%	24	-11%	?	-24%	2%	-5%	-11%
COCCNc1nc2nonc2nc1N(C)Cc1ccc(C)cc1
 : 2	6%	48	-3%	0%	-17%	7%	-6%	2%
CCc1ccc(OCCSc2nc3ccccc3n2CCC(=O)O)cc1
 : 1	-13%	53	-4%	1%	1%	6%	-5%	-1%
O=C(C1=C(O)C(=O)N(CCc2ccccc2)C1c1ccncc1)c1cc2ccccc2o1 (stereo not drawn)
 : 5	2%	-4	7%	6%	-3%	?	?	-6%
COc1ccc(CCNC(=O)c2c[nH]c3ccccc3c2=O)cc1OC
 : 1	3%	-8	5%	15%	6%	?	0%	-17%
CCN(C(=O)Cn1c(=O)oc2ccccc21)c1c(N)n(Cc2ccccc2)c(=O)[nH]c1=O
 : -2	4%	15	7%	?	2%	10%	-1%	-1%
O=C(CN1C(=O)S/C(=C\c2ccccn2)C1=O)Nc1ccc(F)cc1
 : 11	0%	-18	-4%	4%	10%	0%	2%	-6%
Cc1ccc2nc(NC(=O)COC(=O)c3cccnc3)sc2c1
 : 2	-3%	31	-5%	0%	0%	13%	-4%	6%
O=C(/C=C(\O)c1ccc(Cl)cc1)C(=O)NNC(=O)C(O)(c1ccccc1)c1ccccc1
 : -7	-25%	-2	2%	22%	-21%	?	0%	-9%
CCCC#Cc1cnc2c(c1)C(=O)N([C@H](C)CO)C[C@@H](C)[C@@H](CN(C)C(=O)Nc1cccc(F)c1)O2
 : 5	2%	-8	-29%	-11%	-1%	.	.	-16%
CCN1CCN(S(=O)(=O)c2ccc(S(=O)(=O)NCC3CCCO3)cc2)CC1 (stereo not drawn)
 : 4	-6%	-2	6%	10%	10%	?	?	1%
CC1CCCN(CCC(=O)Nc2ccc(Br)cc2)C1 (stereo not drawn)
 : -32	?	-28	4%	?	?	3%	-3%	34%[activator]
CC(C)(C)OC(=O)N1CCN(C(=O)c2[nH]cnc2C(=O)Nc2ccon2)CC1
 : -1	16%	35	?	19%	7%	13%	-1%	16%
CC(C(=O)Nc1cc(C(F)(F)F)ccc1Cl)n1nnc2sc3c(c2c1=O)CCCC3 (stereo not drawn)
 : -10	.	.	8%	-1%	.	.	.	13%
COc1ccc(C(CNC(=O)c2cccc(S(=O)(=O)N(C)c3ccccc3)c2)N2CCCC2)cc1 (stereo not drawn)
 : -25	-3%	-29	-8%	-1%	-2%	-1%	-18%	1%
Cc1cccc(NC(=O)CC2C(=O)NCCN2C(=S)Nc2ccccc2)c1 (stereo not drawn)
 : 3	-1%	-61*	5%	-9%	-6%	16µM*	-1%	-17%

In another format: entries from further up.
> COC(=O)c1ccc(CSc2nnc(C)s2)cc1
  D3 ag = -5; HT1080NT lethal = 9%; IL1B secr inh = 0; KB-3-1 cytotox = -11%; KB-V1 cytotox = 1%; HT1080 IDH1KD tx = 13%; MCF10A rereplic = ?; SW480 rerep = ?; GLP1R cytotox = -6%
> CC(C)c1ccc(NC(=O)C2CCCCN2S(=O)(=O)c2ccccc2)cc1 (stereo not drawn)
  D3 ag = -2; HT1080NT lethal = -14%; IL1B secr inh = 24; KB-3-1 cytotox = -11%; KB-V1 cytotox = ?; HT1080 IDH1KD tx = -24%; MCF10A rereplic = 2%; SW480 rerep = -5%; GLP1R cytotox = -11%

Carrying on.
Each structure is followed by: D3 ag	HT1080NT lethal	IL1B secr inh	KB-3-1 cytotox	KB-V1 cytotox	HT1080 IDH1KD tx	MCF10A rereplic	SW480 rerep	GLP1R cytotox
CS(=O)(=O)N(CC(=O)NCCSCc1cccc(Cl)c1)c1ccccc1F
 : 2	1%	10	-2%	?	-13%	0%	13%	-33%
Cc1ccc(CNC(=O)c2ccc(CS(=O)(=O)c3ccccc3C)o2)cc1
 : -4&1	6%	5	2%&2%	-19%&12%	-1%	7%	-3%	-2%&-4%
CC(=O)c1c(C)oc2ccc(N(C(C)=O)S(=O)(=O)c3ccc(Br)cc3)cc12
 : 4	-19%	-1	-2%	?	-18%	?	-5%	16%
COc1ccc(NC(=O)OCC(C)C)cc1OC
 : 0	-10%[9.24 µM]	0	-12%	1%	-7%	11%	-5%	2%
COCc1[nH][nH]c(=O)c1C=NCC(=O)OC
 : 1	14%	32	1%	28%	13%	0%	-25%	-1%
O=C(Nc1ccncc1)OCc1ccccc1
 : 0	-14%	-16	-19%	?	-6%	-1%	-13%	4%
CCc1ccc2c(c1)c(=O)c(S(=O)(=O)c1ccccc1)cn2CC(=O)Nc1ccc(OC)cc1
 : -9	.	.	5%	?	.	.	.	-4%
Cc1ccsc1/C=N/NC(=O)CNC(=O)c1ccc(S(=O)(=O)N2CCOCC2)cc1
 : 0	7%	0	-1%	1%	3%	5%	-2%	-1%
Cc1cccc(Nc2nc(CC(=O)O)cs2)c1
 : -1	?	-17	-5%	-3%	12%	5%	-4%	-3%
COc1ccc(NC(=S)NC(NC(C)=O)C(Cl)(Cl)Cl)c([N+](=O)[O-])c1 (stereo not drawn)
 : -3	2%	-54*	-1%	0%	-2%	12%	-1%	-7%
Cc1ccc(-c2cc3nc(-c4ccccc4)cc(N)n3n2)cc1
 : 2	4%	-4	-2%	0%	5%	0%	1%	0%
Cc1cn([C@H]2C[C@H](O)[C@@H](CNC(=O)[C@H](N)C3CC3)O2)c(=O)[nH]c1=O
 : 3	-1%	-5	0%	-6%	4%	.	.	4%
CCN(CC)N=Nc1ccc(S(=O)(=O)N2CCSC2C(=O)O)cc1 (stereo not drawn)
 : 3	9%	3	-3%	16%	9%	-7%	-5%	9%
CCOC(=O)COc1ccc2c(=O)c(-c3ccccc3OC)coc2c1
 : 3	2%	31	3%	3%	5%	-5%	-2%	10%
CCCCS/C(N)=N/N=C/c1ccccc1O
 : -3	-4%	-29	3%	-23%	0%	?	?	2.8µM*
CC1CC(C)CN(C(=O)COC(=O)c2nn(C)c(=O)c3ccccc23)C1 (stereo not drawn)
 : 4	-4%	11	-18%	-2%	8%	-1%	-3%	2%
Cc1ccc(Sc2ccc(C(=O)N3CCOCC3)cc2[N+](=O)[O-])cc1
 : -5	-4%	11	-6%	0%	-11%	1%	0%	1%
CN(C)C(=O)CSc1ncccc1-c1nc2ccccc2[nH]1
 : 3	16%	5	9%	-16%	15%	0%	-7%	8%
CC(C)c1cc(Br)ccc1OCCN1C(=O)NC(C)(C)C1=O
 : -3	-9%	-10	-2%	-3%	-9%	5%	?	-10%
O=C(c1ccc(C(F)(F)F)n(Cc2ccc(Cl)cc2)c1=O)N1CCOCC1
 : 1	4%	-4	4%	0%	1%	3%	-21%	18%
CCCn1c2ccccc2c2cnn(CC(=O)NCC3CCN(Cc4ccccc4C)CC3)c(=O)c21
 : -11	.	.	-4%	-3%	.	.	.	29%
Cc1[nH]n(-c2ncc(-c3ccccc3)s2)c(=O)c1C(c1ccc(Br)cc1)C(C#N)C#N (stereo not drawn)
 : -18	1%	-64*	7%	-8%	-8%	?	7%	-3%[1.53 µM]
